# VIM-2 inhibitor: inhibitors of Pseudomonas aeruginosa VIM-2 metallo-beta-lactamase. purified VIM-2, nitrocefin hydrolysis, epi-absorbance fluorescence. inhibition, % at 5.6 µM. actives 0.89% (n = 290,000);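 active = inhibition above the mean of all tested compounds plus 3 SD, cutoff set per screening run, cut at about 7.5% in these data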;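 also: red hydrolysis product quenches plate fluorescence so inhibitors raise well fluorescence; 0% = enzyme with DMSO and 100% = DMSO without enzyme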
# IDE act: IDE (human) activation, cell-based | AID 493087 | HEK cells, FAbeta-B cleavage, fluorescence polarization; 0% vehicle, 100% cell-free pure enzyme wells | actives 0.073% (n = 340,000) | P14735 | activation, % at 5.96 µM;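 active = activation above the mean of all tested compounds plus 3 SD, set per screening campaign, cut at about 17% in these data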
# NALP1 yeast inh: blocks the NALP1 inflammasome reconstituted in yeast; S. cerevisiae NALP1/ASC/caspase-1 growth, X-gal OD620, 72 h; inhibition, % at 10 µM; actives 0.61% (n = 280,000); AID 2071; in the data active = inhibition mostly above about 24%, no sharp cut-off; inactive = mostly below about 32%; also: some compounds called inactive have numbers as strong as hits
# PHOSPHO1 block: PHOSPHO1 (human) inhibition. recombinant PHOSPHO1, absorbance phosphatase assay. inhibition, % at 13.3 µM. actives 1.1% (n = 290,000); in the data active = inhibition above about 60%
# Target sequence (Q8TCT1 whole entry, looked up): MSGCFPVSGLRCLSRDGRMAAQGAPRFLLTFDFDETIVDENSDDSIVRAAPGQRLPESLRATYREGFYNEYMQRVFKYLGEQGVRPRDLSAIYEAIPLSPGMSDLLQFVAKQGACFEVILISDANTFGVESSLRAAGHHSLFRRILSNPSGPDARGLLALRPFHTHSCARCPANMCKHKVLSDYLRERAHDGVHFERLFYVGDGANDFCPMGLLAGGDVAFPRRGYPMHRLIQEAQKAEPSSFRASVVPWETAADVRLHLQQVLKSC
# IDE cell inh: cellular human IDE inhibition. actives 0.41% (n = 320,000). inhibition, % at 5.59 µM. AID 434962. HEK cells, FAbetaB cleavage, fluorescence polarization. P14735;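 active = percent inhibition above the average of all tested compounds plus 3 SD, set per screening campaign, cut at about 16% in these data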;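 also: IDE supplied by intact live HEK cells; FP after avidin binding of uncleaved biotin substrate so inhibition keeps polarization high; 0% = DMSO wells and 100% = 60 µM reference IDE inhibitor Ii1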
# IMP-1 inh: blocks Pseudomonas aeruginosa IMP-1 metallo-beta-lactamase; purified IMP-1, nitrocefin hydrolysis, epi-absorbance fluorescence; inhibition, % at 5.6 µM; actives 0.45% (n = 290,000); AID 1556;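 active = inhibition above the mean plus 3 SD of all compounds in the same screening run, cut at about 4.5% in these data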;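 also: 0% = IMP-1 with DMSO and 100% = DMSO wells lacking enzyme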
#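 System: Purified IMP-1 | Read-out basis: Percent enzyme inhibition | Controls: IMP-1 with DMSO as 0%, enzyme-free DMSO as 100% | Replicates: One well per compound | Doses: 5.6 µM nominal single concentration | Detection: Epi-absorbance fluorescence, 480 nm excitation, 530 nm emission | Incubation: 25 °C, 15 min preincubation, 25 min reaction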
# M18AAP inhibitor: PfM18AAP enzyme inhibition. recombinant PfM18AAP, H-Glu-NHMec fluorogenic cleavage. inhibition, % at 7.35 µM. actives 1.2% (n = 290,000);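 active = inhibition above the campaign mean inhibition over all tested compounds plus 3 SD, cut at about 28% in these data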;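 also: 0% = plate median of test compound wells and 100% = 2 mM ZnCl2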
# pCIP destab: p/CIP protein destabilization; F442A p/CIP-EGFP cells, EGFP fluorescence, 16 h; decrease of EGFP signal, % at 10 µM; actives 0.01% (n = 290,000); AID 1984;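 active = EGFP signal decrease of at least 30% at 10 µM or well 3 SD below plate mean, unless failing retest; inactive = the rest, including hits failing retest or dose response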; also: some compounds called inactive have numbers as strong as hits; many of its hits are not listed in these tables
# GPR7 antag: human neuropeptides B/W receptor 1 antagonism | P48145 | actives 1.1% (n = 290,000) | GPR7-expressing cells, fluorescence antagonist assay | inhibition, % at 4.4 µM; in the data active = inhibition above about 16%, passing the limit was not always enough;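 also: cells stimulated with the agonist NPW; 0% = agonist with vehicle and 100% = vehicle without agonist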
# Target sequence (P48145 whole entry, looked up): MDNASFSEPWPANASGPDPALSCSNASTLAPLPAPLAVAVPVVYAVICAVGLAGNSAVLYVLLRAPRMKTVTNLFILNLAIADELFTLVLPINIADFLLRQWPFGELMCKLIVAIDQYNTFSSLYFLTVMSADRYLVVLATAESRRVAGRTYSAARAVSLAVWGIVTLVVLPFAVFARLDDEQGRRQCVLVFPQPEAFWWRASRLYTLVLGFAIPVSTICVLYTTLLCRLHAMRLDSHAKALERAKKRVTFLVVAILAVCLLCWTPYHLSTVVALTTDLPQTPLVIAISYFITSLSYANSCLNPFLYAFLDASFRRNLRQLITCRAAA
# * = called active by the depositor; · = no result given.
pCIP destab	M18AAP inhibitor	IDE act	VIM-2 inhibitor	IDE cell inh	IMP-1 inh	GPR7 antag	NALP1 yeast inh	PHOSPHO1 block	SMILES
-22	1	0	0.3	1	-2.3	5	14	52	O=C(c1ccccc1F)N(Cc1ccc2c(c1)OCO2)Cc1cc2cc3c(cc2n2nnnc12)OCO3
-12	-5	-10	-6.1	22*	-4.1	14	22	-7	COc1c(/C=N/NC(N)=S)c(C)nn1-c1ccccc1
-8	-12	1	0.0	2	-0.4	36*	-2	34	c1ccc(COc2ccccc2CNC23CC4CC(CC(C4)C2)C3)cc1
1	-3	3	-1.2	-2	-2.9	-12	·	51	Cn1c(=O)c(=O)n(C)c2cc(S(=O)(=O)NCCN3CCN(c4ccccc4F)CC3)ccc21
-13	5	6	-3.0	1	-3.5	-6	-16	9	O=C(CSc1nc2nc(-c3cccs3)cc(C(F)(F)F)c2c(=O)[nH]1)Nc1c(F)c(F)c(F)c(F)c1F
11	3	4	-0.6	2	-4.8	-4	1	40	COC(=O)CNC(=O)c1cccc(Cl)c1
-10	1	-1	-1.6	-5	-1.8	5	-1	0	Cc1ccc(CN2CCC(C(=O)NCCC(C)C)CC2)o1
2	1	4	2.0	-6	-0.5	-4	14	19	CN1CCN(S(=O)(=O)c2ccc(NC(=O)c3ccccc3F)cc2)CC1
-5	-3	6	1.3	-1	-0.6	-5	-8	38	CC1CN(S(=O)(=O)N2CCOCC2)CCN1S(=O)(=O)N1CCOCC1 (stereo not drawn)
1	4	-11	-2.6	6	-2.3	-11	9	24	O=C(c1ccccc1)C1CCN(C(=O)C2CCC(=O)N(Cc3ccccc3F)C2)CC1 (stereo not drawn)
-16	18	0	-5.0	0	-0.8	10	-23	-16	COc1cccc(OCCOc2ccc(/C=C3/SC(=S)NC3=O)cc2)c1
9	-3	0	-3.2	-2	-1.1	-2	0	-3	CC(=O)c1c(C)n([O-])c2ccc(C)cc2[n+]1=O
-5	34*	-1	-5.6	1	-4.1	-10	31	-21	Cc1[nH]n(-c2ccc(F)cc2)c(=O)c1/C=N/c1sc2c(c1C#N)CCCC2
-3	-2	-3	-1.5	·	-2.2	-13	-7	-20	CN1C=C/C(=C\c2cc[n+](C)c3ccccc23)c2ccccc21
5	8	2	-1.9	1	-3.5	-8	0	37	Nc1ccc2c(c1)Nc1ccccc1CC2
-3	3	3	-0.2	2	-2.9	-7	4	13	O=C(CC1C(=O)NCCN1Cc1ccc(F)cc1Cl)NC1CCCCCCC1 (stereo not drawn)
-5	-15	12	2.5	3	-1.3	-13	23	-14	COc1cc(CN2CCC(n3nccc3NC(=O)c3ccc4c(c3)OCO4)CC2)ccc1O
12	-1	2	-0.8	0	-1.4	-6	12	-8	NC(=O)Cn1c(=O)n(-c2ccccc2)c(=O)c2oc3ccccc3c21
-4	33*	2	46*	8	-3.6	-10	11	-1	CC(/C=N/NC(=S)Nc1cccc(S(=O)(=O)N(C)C)c1)c1ccccc1 (stereo not drawn)
-8	-10	6	-2.4	-2	-3.1	6	18	18	CCOC(=O)C1(CCOc2ccccc2)CCN(Cc2ccc3c(c2)OCCO3)CC1
6	0	4	-0.3	-3	-1.4	-12	3	24	C=Cn1cc[n+](CC(=O)c2cccs2)c1
-7	-6	3	0.1	7	-4.4	1	5	4	CCOc1ccccc1NC(=O)CSc1nnnn1C1CCCC1
-16	12	6	-4.3	-2	-2.1	-2	-19	3	Cc1cccc(NC(=S)N(C)C2(c3ccccc3Cl)CCCCC2=O)c1 (stereo not drawn)
8	4	4	-1.5	-1	-0.4	-1	-6	1	COc1ccc(-c2c(=O)n(OCc3nc4ccccc4[nH]3)c3ccccc3[n+]2[O-])cc1
-16	1	-1	0.3	-1	-3.5	-12	6	-3	O=C(O)c1ccccc1C(=O)Nc1ccccc1
2	-2	3	-2.5	10	-2.2	-8	-15	0	COc1cc2c(cc1OC)C(C(=O)N1CCN(c3ccccc3)CC1)C(c1cccs1)N(C)C2=O (stereo not drawn)
15	-2	7	0.2	4	-1.3	-10	-4	14	O=C(Cc1cccc2ccccc12)Nc1cc(Cl)ccc1C(=O)O
-1	8	5	-0.9	-1	-0.4	-2	24	-1	COc1ccc(/C=C(/CC(=O)Nc2ccccc2)c2nc3ccccc3s2)cc1
·	8	·	-4.9	1	-4.8	-11	·	·	CCC(c1nnnn1C(C)(C)C)N(Cc1cccs1)Cc1cc2cc(C)c(C)cc2n2nnnc12 (stereo not drawn)
-13	17	6	-0.2	0	-2.9	-9	·	5	O=C(NNS(=O)(=O)Cc1ccccc1)c1ccc([N+](=O)[O-])cc1
5	3	3	-0.2	-3	-0.3	-1	-3	-1	O=C(Nc1cccc(Cl)c1)NC1CCCCC1
-7	-7	-1	-4.3	2	-1.7	-5	25	-11	CCCCOc1ccc(C2CC(=O)NC2=O)cc1 (stereo not drawn)
3	-3	2	0.7	-3	-3.2	-10	-4	15	O=C(CSc1nc(-c2ccccc2)c(-c2ccccc2)o1)N1CCOCC1
-11	-2	-2	-1.6	-4	-2.4	-12	-5	-15	CCOC(=O)Cc1csc(NC(=O)c2ccncc2)n1
-10	0	4	-4.1	-1	-2.1	-13	-4	22	CCCCN(CC)C(=O)/C=C/c1cccc([N+](=O)[O-])c1
-12	-2	6	0.2	2	-1.5	-2	-14	9	COc1ccc(NC(=O)C2CCCN(S(=O)(=O)c3ccc4c(c3)oc(=O)n4C)C2)c(OC)c1 (stereo not drawn)
15	0	1	-3.7	-6	0.6	-8	-7	-11	Clc1ccc(N2COC3c4cccc5cccc(c45)C32)cc1 (stereo not drawn)
-2	-12	-1	-1.8	0	-6.7	-10	-2	-1	Cc1ccc(CN(C(=O)c2csnn2)C(C(=O)NC2CCCC2)c2ccc(C)o2)cc1 (stereo not drawn)
0	33*	-10	-3.5	4	-2.5	0	3	-111	S=c1[nH]c(-c2ccccc2)cn1/N=C/c1ccccc1Br
·	-6	8	-0.9	-4	-2.7	-15	·	·	COC(=O)CC(C(=O)Nc1cc(C(=O)OC)cc(C(=O)OC)c1)N1CCN(C)CC1 (stereo not drawn)
-7	10	5	0.7	-1	-2.5	3	17	-29	Nc1nc(C23CC4CC(CC(C4)C2)C3)cs1
0	0	-1	-0.7	-2	-0.4	8	-2	26	CCc1cccc(C)c1NC(=O)C1CCN(c2nn3c(=O)cc(C)nc3s2)CC1
-3	3	4	-7.0	0	0.0	-18	-68	-1	Cc1ccc(S(=O)(=O)N(CC(=O)N2CCCC2)C2CCCCC2)cc1
-15	11	6	-0.3	·	-3.5	-14	5	38	Cc1ccc(-c2ccc(CCC(=O)O)n2-c2cccc(C(=O)O)c2)cc1
-10	10	13	-0.2	4	-0.9	7	-7	20	Cc1ccc2nc(-c3ccc(O)cc3)c(Nc3ccc4c(c3)OCCO4)n2c1
-4	1	4	-1.4	-6	-2.5	-7	13	25	CCC(C)NC(=O)CN(C1CCCCC1)S(C)(=O)=O (stereo not drawn)
4	-12	9	-2.7	-1	-2.9	2	14	-2	COC(=O)C(Cc1cnc(Cl)s1)(C(=O)OC)c1ccc([N+](=O)[O-])cc1
-2	2	5	-7.8	5	-2.3	0	-12	5	CCOc1ccc(N2CC(C(=O)NC3=NCCS3)CC2=O)cc1 (stereo not drawn)
-9	1	4	-2.9	1	-4.2	-8	-46	31	COc1ccc(NC(=O)NNS(=O)(=O)c2cc(C)ccc2C)cc1OC
13	-3	5	-1.1	6	-2.3	-9	4	-10	Cn1c(-c2ccc3c(c2)OCO3)cnc1NC(=O)CCC(=O)NCCc1ccccc1
-3	3	·	-3.8	3	-3.3	-9	26	11	COc1cc2c(C(=O)Nc3ccc4c(c3)OCO4)cn(CC(C)C)c(=O)c2cc1OC
-4	1	2	0.1	0	0.9	9	9	-5	O=C(NCCCn1ccnc1)c1ccco1
-12	4	8	-3.5	5	-3.9	-18	26	-31	Cc1ccnn1CC(=O)N/N=C/c1ccc([N+](=O)[O-])s1
12	2	-2	-0.6	2	-2.0	3	-8	24	Cc1cc2ccccn2c1C(=O)c1nc(NCc2ccccc2)ncc1Cl
10	-7	1	-3.8	3	-3.4	-12	28	-2	Cc1ccc(C(=O)CC2(O)C(=O)N(C)c3ccc(Br)cc32)c(C)c1 (stereo not drawn)
0	6	-4	-2.8	6	-3.4	-16	4	-30	COc1ccc(Cl)cc1NC(=O)C(C)N1CCc2ccccc21 (stereo not drawn)

# Next part:
pCIP destab	M18AAP inhibitor	IDE act	VIM-2 inhibitor	IDE cell inh	IMP-1 inh	GPR7 antag	NALP1 yeast inh	PHOSPHO1 block	SMILES
2	-17	7	-1.6	1	-1.9	5	2	-12	C/C(CC(=O)Nc1cccnc1)=N/NC(=O)COc1ccc(Cl)cc1Br
-10	-5	7	2.1	-4	-1.4	1	-22	0	Oc1ccc(CNC2CCCCC2)cc1
3	2	5	0.4	2	-0.1	2	1	7	Cc1ccc(C)c(NC(=O)Cn2nnc(C(=O)NCc3ccco3)c2N)c1
-17	-4	0	-3.4	9	-1.0	1	6	-25	CN(c1ccccc1C(=O)NC1CCCCC1)S(=O)(=O)c1ccccc1

# By substructure, the entries above containing an aryl methoxy group
pCIP destab	M18AAP inhibitor	IDE act	VIM-2 inhibitor	IDE cell inh	IMP-1 inh	GPR7 antag	NALP1 yeast inh	PHOSPHO1 block	SMILES
-12	-5	-10	-6.1	22*	-4.1	14	22	-7	COc1c(/C=N/NC(N)=S)c(C)nn1-c1ccccc1
-16	18	0	-5.0	0	-0.8	10	-23	-16	COc1cccc(OCCOc2ccc(/C=C3/SC(=S)NC3=O)cc2)c1
-5	-15	12	2.5	3	-1.3	-13	23	-14	COc1cc(CN2CCC(n3nccc3NC(=O)c3ccc4c(c3)OCO4)CC2)ccc1O
8	4	4	-1.5	-1	-0.4	-1	-6	1	COc1ccc(-c2c(=O)n(OCc3nc4ccccc4[nH]3)c3ccccc3[n+]2[O-])cc1
2	-2	3	-2.5	10	-2.2	-8	-15	0	COc1cc2c(cc1OC)C(C(=O)N1CCN(c3ccccc3)CC1)C(c1cccs1)N(C)C2=O (stereo not drawn)
-1	8	5	-0.9	-1	-0.4	-2	24	-1	COc1ccc(/C=C(/CC(=O)Nc2ccccc2)c2nc3ccccc3s2)cc1
-12	-2	6	0.2	2	-1.5	-2	-14	9	COc1ccc(NC(=O)C2CCCN(S(=O)(=O)c3ccc4c(c3)oc(=O)n4C)C2)c(OC)c1 (stereo not drawn)
-9	1	4	-2.9	1	-4.2	-8	-46	31	COc1ccc(NC(=O)NNS(=O)(=O)c2cc(C)ccc2C)cc1OC
-3	3	·	-3.8	3	-3.3	-9	26	11	COc1cc2c(C(=O)Nc3ccc4c(c3)OCO4)cn(CC(C)C)c(=O)c2cc1OC
0	6	-4	-2.8	6	-3.4	-16	4	-30	COc1ccc(Cl)cc1NC(=O)C(C)N1CCc2ccccc21 (stereo not drawn)
